# High-throughput results as filed in PubChem.
# HP1b chromo inh: blocks HP1-beta chromodomain binding to methylated histone tails | Potency, µM (doses to about 114 µM), without a hit: at the highest dose activity change, negative = inhibition, hits mostly inhibitors | P83916 | actives 0.56% (n = 390,000) | AlphaScreen HP1-beta / biotin-H3K9me3 peptide binding; note: nearly all actives have a fitted effect of over 70% in size; inactives centre near 23
# Target sequence (P83916 whole entry, looked up): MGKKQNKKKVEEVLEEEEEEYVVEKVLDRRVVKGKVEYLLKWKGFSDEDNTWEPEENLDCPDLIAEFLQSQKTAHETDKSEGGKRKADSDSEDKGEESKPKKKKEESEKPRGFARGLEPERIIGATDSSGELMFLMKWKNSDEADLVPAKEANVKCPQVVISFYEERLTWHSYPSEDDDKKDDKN
#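 HP1-beta protein (50 nM final) preincubated 30 min at room temperature with biotinylated H3(1-18)K9me3 peptide (50 nM) in PBS pH 7.4, 0.01% Tween-20, then compound added for 30 min. AlphaScreen streptavidin donor/nickel chelate acceptor beads (10 ug/mL final), 30 min dark, luminescence read.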
# ERG Ets-DNA blk: inhibitors of human ERG Ets domain-DNA interaction; fluorescence polarization, His-ERG Ets domain / labelled DNA; Potency, µM (titrated, usually from 76.9 µM), for inactives: at the top dose FP activity, negative = inhibition, usual class: inhibitors; actives 0.028% (n = 370,000); active = well fitted inhibition curve with a large enough effect in the polarisation, with a control signal flat; inconclusive = small, poorly fitted or top-dose-only effect, or effect the other way, or a change in a side signal; inactive = no such curve, though single readings can be large or run the other way; the % refers to the polarisation;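 note: polarization taken with two DNA probes labelled with fluorescein and Texas red; % of control where 0% means no effect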
#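 His-tagged ERG Ets domain (1 uM in the protein solution; 300mM KCl, 50mM Tris-HCl, 1mM EDTA, 1mM DTT, pH 7.5) received compound, then a probe mix of 5 nM fluorescein-DNA and 100nM Texas-615-DNA. Fluorescence polarization was read for both dyes.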
# Pin1 inh: human Pin1 inhibition; Q13526; Pin1 FP peptide displacement, HiFluor488, 10 min; Potency, µM (titrated, usually from 115 µM), for the others: at the highest dose activity, negative = inhibition, usual class: inhibitors; actives 0.009% (n = 390,000); AID 504891; active = well fitted inhibition curve with a large enough effect in the polarisation, with a control signal flat, not every such curve was filed as active; inconclusive = small, poorly fitted or top-dose-only effect, or effect the other way, or a change in a side signal; inactive = no such curve, though single readings can be large or run the other way; the % refers to the polarisation; note: % is set by controls: 0 for no effect and ±100 for the full control effect
# JMJD2A Tudor: blocks the human JMJD2A Tudor domain. actives 4.4% (n = 390,000). Potency, µM (doses to about 114 µM), for inactives: at the highest dose activity change, negative = inhibition, usual class: inhibitors. AID 504339. AlphaScreen JMJD2A-Tudor / H3K4me3 peptide binding; note: % is set by controls: 0 for no effect and ±100 for the full control effect; nearly all actives have a fitted effect of over 50% in size
# RGS4 inhibitor: inhibitors of human regulator of G protein signaling 4; Potency, µM (top dose mostly 114 µM), for the others: at the highest dose activity change, negative = inhibition, usual class: inhibitors; Transcreener GDP fluorescence polarization, RGS4-accelerated GTP hydrolysis; actives 0.039% (n = 390,000); AID 504845; P49798; note: % is set by controls: 0 for no effect and ±100 for the full control effect; nearly all actives have a fitted effect of over 75% in size; some results filed as inactive show a strong effect at the top dose
# Target sequence (P49798 whole entry, looked up): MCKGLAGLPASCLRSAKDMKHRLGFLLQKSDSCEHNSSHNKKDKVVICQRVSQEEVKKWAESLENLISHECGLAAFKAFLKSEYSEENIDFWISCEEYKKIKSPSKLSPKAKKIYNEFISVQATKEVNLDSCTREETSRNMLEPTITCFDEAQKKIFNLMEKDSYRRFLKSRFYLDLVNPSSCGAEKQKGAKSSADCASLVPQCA
#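 MLSMR compounds (23 nl, pin-transferred) preincubated 10 min at room temperature with a 500nM (2x) first reagent, then RGS4 at 900nM (2x) plus Transcreener GDP mix added; fluorescence polarization (620/688 nm) read before and after 90 min at 30 °C.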
# ALOX12 inh: blocks human arachidonate 12S-lipoxygenase; P18054; purified 12hLO, xylenol orange hydroperoxide absorbance; Potency, µM (series often up to 108 µM), for the others: at the top dose activity change, negative = inhibition, most hits filed as inhibitors; actives 1.1% (n = 580,000); note: % is set by controls: 0 for no effect and ±100 for the full control effect
#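 Purified human 12hLO (150 nM final) in 25 mM Hepes, 0.01% Triton X-100, pH 7.0 was preincubated 15 min at room temperature with compound. Then 40 uM arachidonic acid was added, 30 min. Hydroperoxide was read by Fe-XO absorbance ratio 573/405 nm.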
# TrxR1 inh: blocks rat thioredoxin reductase 1. Potency, µM (series often up to 114 µM), for inactives: at the top dose activity change, negative = inhibition, hits mostly inhibitors. recombinant rTrxR1, NADPH fluorescence consumption, selenite substrate. AID 588453. actives 1% (n = 390,000). O89049; note: % is set by controls: 0 for no effect and ±100 for the full control effect; nearly all actives have a fitted effect of over 65% in size
#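 Rat TrxR1 (90 nM in the dispensed reagent) was pre-reduced with 400 uM NADPH for 5 min at room temperature, then incubated with compound for 15 min. After 400 uM selenite was added, NADPH fluorescence (Ex 340/Em 450 nm) was followed for 8 min.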
# PGK inhibitor: inhibitors of T. brucei phosphoglycerate kinase; AID 602233; Potency, µM (titrated, usually from 57.5 µM), inactives show top-dose activity change, negative = inhibition, actives largely listed as inhibitors; actives 0.043% (n = 380,000); P07378; PGK/GAPDH coupled, Kinase-Glo luminescence, 60 min; note: % is set by controls: 0 for no effect and ±100 for the full control effect; nearly all actives have a fitted effect of over 60% in size
#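 Luminescent ATP detection (Kinase-Glo Plus) follows a 60-minute room-temperature incubation, with wells lacking PGK as controls. Buffer: 100 mM TEA (pH 7.6), 5 mM MgCl2, 0.01% Tween-20. Coupling enzyme GAPDH (100 nM final) supplies unstable 1,3-BPG in-well.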
# GLS inhibitor: glutaminase GLS (human) inhibition | GLS enzymatic activity, qHTS titration | O94925 | Potency, µM (top dose mostly 45.5 µM), inactives show top-dose activity change, negative = inhibition, most hits filed as inhibitors | actives 0.21% (n = 410,000); note: % is set by controls: 0 for no effect and ±100 for the full control effect
# Target sequence (O94925 whole entry, looked up): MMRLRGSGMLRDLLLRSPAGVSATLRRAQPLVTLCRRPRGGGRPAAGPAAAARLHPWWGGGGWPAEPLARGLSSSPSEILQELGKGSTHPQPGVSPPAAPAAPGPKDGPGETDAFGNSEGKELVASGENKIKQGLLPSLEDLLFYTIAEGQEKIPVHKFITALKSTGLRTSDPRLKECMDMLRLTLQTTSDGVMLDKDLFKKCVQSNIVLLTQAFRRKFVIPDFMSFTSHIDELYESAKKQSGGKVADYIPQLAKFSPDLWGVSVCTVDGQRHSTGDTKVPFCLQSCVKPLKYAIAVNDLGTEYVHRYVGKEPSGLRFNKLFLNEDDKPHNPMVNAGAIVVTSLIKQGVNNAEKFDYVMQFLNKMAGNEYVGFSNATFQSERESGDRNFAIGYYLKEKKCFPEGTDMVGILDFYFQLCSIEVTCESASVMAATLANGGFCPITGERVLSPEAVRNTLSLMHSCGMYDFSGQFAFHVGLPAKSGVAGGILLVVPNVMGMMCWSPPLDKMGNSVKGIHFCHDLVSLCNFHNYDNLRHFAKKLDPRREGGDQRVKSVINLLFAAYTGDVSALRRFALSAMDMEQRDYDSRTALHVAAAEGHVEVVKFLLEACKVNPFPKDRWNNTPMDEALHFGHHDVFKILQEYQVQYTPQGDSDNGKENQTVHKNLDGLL
#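 Enzyme dispensed in phosphate buffer (45 mM, pH 8.2, 0.02% Tween-20), compounds pinned in, then 1 mM L-glutamine solution and the glutamate oxidase–HRP–Amplex Red mix added; fluorescence read immediately and again after 30 min at room temperature.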
# The depositor's hits bear a star; i = inactive; ? = inconclusive; / = no result given; & = joins results of further samples; [ ] = another dose, or the depositor's remark. Unless noted, calls come from the whole dose curve; as a rule, active = well fitted curve in the direction sought with a large enough effect; inconclusive = small, poorly fitted or top-dose-only effect, or another doubt; inactive = no such curve, though single readings can be large; an effect the other way counts as inactive or inconclusive. Potency is the fitted concentration of half-maximal effect. Some of the compounds tested (hit frequency here may not be typical).
TrxR1 inh	JMJD2A Tudor	HP1b chromo inh	RGS4 inhibitor	Pin1 inh	ALOX12 inh	GLS inhibitor	ERG Ets-DNA blk	PGK inhibitor	molecule
6%	1%	13%	25%	0%	8%	-5%	-1%	5%	O=C(NC1CCCC1)c1ccc(COCC(F)(F)C(F)F)o1
14%	8%	39%	-7%	-1%	-26%	-16%	4%	-11%	O=C1COc2ccccc2N1Cc1c(F)cccc1Cl
17%[57.1 µM]	-12%	27%	12%	-2%	10%	4%	1%	7%	O=C(Nc1cnccc1C(F)(F)F)NC1CCCCC1
19%	12%	47%	-10%	?	21%	5%	/	-1%[11.5 µM]	CC(C)=C(C#N)c1nc2ccccc2s1
18%[57.1 µM]	-14%	20%	-8%	-5%	2%	3%	11%	-5%	Cc1ccc(C(=O)Nc2c(C)cc(-c3ccccc3)oc2=O)cc1
0%	-33%	11%	-33%	?	-16%	2%	-4%	-4%	N#Cc1cccc(OC(=O)c2ccc3c(=O)n4c(nc3c2)CCC4)c1
-1%	-11%	17%	17%	-3%	?	10%	9%	1%	CC1(C)NC(=O)N(CC(O)CN(c2ccccc2)S(=O)(=O)c2ccc([N+](=O)[O-])cc2)C1=O (configuration not stated)
13%	-27%	14%	19%	?	-22%	17%	-5%	-8%	Cc1ccc(S(=O)(=O)NC2CCC(C(=O)O)CC2)cc1 (configuration not stated)
-11%	?	38%	-19%	-7%	-3%	-7%	13%	-7%	O=C(O)C1C2CCC(CC2)C1C(=O)O (configuration not stated)
7%[57.1 µM]	2%	19%	11%	3%	-12%	7%	-2%	9%	CCc1ccccc1NC(=O)N1CCN(Cc2nc3ccc(C)cc3o2)CC1
10%	-20%	1%	11%	-8%	-25%	-9%	-1%	5%	Cc1ccn2c(Nc3ccccc3C)c(-c3ccccc3)nc2c1
-20%	-2%	49%[activator]	?	33%[activator]	3%	-4%	/	-7%	C=CCSc1nnc(NC(=O)c2cccc(S(=O)(=O)N(C)c3ccccc3)c2)s1
3%[57.1 µM]	19%	44%[activator][57 µM]	-11%	1%	-19%	1%	-3%	-2%	O=C(Nc1ccccc1)c1cnc(N2CCCCC2)c2ccccc12
21%	3%	38%	-12%	-7%	20%	1%	-5%	-7%	CCOc1ccccc1NC(=O)CCNS(=O)(=O)c1ccc(NC(C)=O)cc1
9%[57.1 µM]	-17%	8%	-2%	2%	13%	10%	3%	-10%	C/C(=N\NC(=O)CNc1cccc(C(F)(F)F)c1)c1cccs1
12%[57.1 µM]	1%	55%[activator]	-4%	-3%	9%	-7%	7%	-2%	CC(NC(=O)c1ccccc1F)c1cccc2ccccc12 (configuration not stated)
17%	?	-27%	14%	4%	-13%	4%	12%	i	CCN1CCN(c2ccc(S(=O)(=O)N3CCCCC3)cc2NC(=O)c2cc3ccccc3o2)CC1
13%	-10%	29%	17%	4%	-8%	4%	-5%	8%	CN(C)S(=O)(=O)c1ccc(C(=O)Nc2c(C(=O)Nc3ccc(F)cc3)oc3ccccc23)cc1
7%	-18%	19%	-20%	-3%	-24%	5%	13%	i	Cc1ccc(N(C)S(=O)(=O)c2cccc(C(=O)Nc3ccc(C)cn3)c2)cc1
-10%	?	?	-19%	-1%	0%	3%	-1%	1%	O=C(O/N=C\c1ccc(N2CCCCC2)c([N+](=O)[O-])c1)c1ccc(Cl)cc1Cl
?	8%[57.1 µM]	48%[activator]	-34%	20%	-12%	-7%	?	i	CCN(CC)c1ccc([N+](=O)[O-])cc1C(=O)O
8%	-18%	72%[activator]	-11%[56.9 µM]	-8%	-1%	1%	3%	-1%	CS(=O)(=O)c1nc(S(=O)(=O)c2ccc(Cl)cc2)c(NCCCN2CCOCC2)s1
11%[57.1 µM]	-13%	13%[57 µM]	16%	0%	-21%	-10%	-2%	-2%	O=C(CCc1ccccc1)NCc1nc2cccnc2n1Cc1ccc(F)cc1
12%	-4%	42%[activator]	-13%	8%	-3%	3%	5%	-4%	CN1C(=O)[C@@H]2[C@H](C1=O)[C@@H]1C(=O)Nc3ccccc3C(=O)N1[C@@H]2c1ccc(Br)cc1
3%	-16%	24%	1%	-1%	-35%	8%	2%	-9%	C=CCN1C(=O)C(C)(C)Nc2ccccc21
24%	-23%	40%[activator]	-17%	?	-1%	?	23%	i	O=C(NN=C1CCCCCC1)c1cc2ccccc2cc1O
18%[57.1 µM]	-7%	9%	16%	0%	-24%	4%	1%	2%	COCCn1ccc2c(OCC(=O)Nc3cccc(OC)c3)cccc2c1=O
7%[57.1 µM]	?	28%	-2%	-1%	0%	25%	8%	i	CCCCC(=O)NCCNc1nc2c(c(=O)n(C)c(=O)n2C)n1Cc1ccccc1
14%	8%	54%[activator]	-7%	7%	-10%	-2%	3%	i	COCCNC(=O)CN1C(=O)COc2ccc(S(=O)(=O)N3CCOCC3)cc21
-3%	-8%	27%	-9%	-4%	3%	-5%	2%	-13%	c1coc(CNc2c3c(nc4ncnn24)CCC3)c1
-12%	-8%	25%	32%	-3%	-8%	2%	4%	/	N#C/C(=C\c1ccncc1)C(=O)Nc1ccc(C(=O)O)cc1
-2%	-3%	37%[activator]	-14%	-9%	-22%	1%	10%	4%	COc1ccccc1NC(=O)C(C)OC(=O)Cc1ccsc1 (configuration not stated)
10%	2%	47%	13%	-2%	16%	3%	0%	4%	COc1cc(C(=O)Nc2cccc(-c3nc4ccccc4o3)c2C)cc(OC)c1OC
5%	-24%	0%	-22%	5%	?	0%	0%	-2%	CCc1ccc(C(=O)C(C)OC(=O)Cc2n[nH]c(=O)c3ccccc23)cc1 (configuration not stated)
-12%[57.1 µM]	-24%	35%	5%	0%	-5%	20%	-1%	7%	CCN1C(=O)CC(N2CCN(C(c3ccccc3)c3ccccc3)CC2)C1=O (configuration not stated)
11%	-11%	10%	-16%	-6%	-20%	-25%	5%	-5%	CCC(C)N(C(=O)C(F)(F)F)C(C(=O)NC1CCCCC1)c1ccncc1 (configuration not stated)
16%[57.1 µM]	1.1µM*	?	-8%	0%	1.1µM*	7%	5%	0%	CC1CCCN(CCCOc2ccc(Br)cc2Cl)C1 (configuration not stated)
-14%	0%	34%	-40%	-3%	0%	-5%	2%	i	Cc1ccc(N(CC(=O)NN=C2CCN(C)CC2)S(=O)(=O)c2ccccc2)c(C)c1
10%[57.1 µM]	-1%	42%	-26%	-3%	0%	-8%	-5%	-1%	Cc1nnc(NC(=O)CCC(=O)N2CCN(CCOc3cccc4ccccc34)CC2)s1
6%[57.1 µM]	-15%	-1%	-1%	-4%	-4%	-4%	1%	-2%	N/C(=N\OC(=O)CCCOc1ccccc1)c1ccc([N+](=O)[O-])cc1
20%	-5%	48%[activator]	-15%	4%	1%	0%	-10%	-3%	CC1CCCCC12NC(=O)N(CC(=O)OCC(=O)NC(=O)c1ccccc1)C2=O (configuration not stated)
18%	32µM*	29%	4%	8%	-19%	2%	-7%	-3%	CCOC(=O)N1CCN(C(=O)CNC2CCCCCCC2)CC1
13%&22%	-13%	31%	-1%	?	10%	0%	-6%	0%	COc1ccc(CN2CC[C@H]3C=CC[C@@H](C(=O)N4CCOCC4)[C@H]3C2=O)cc1OC
4%	-15%	48%[activator]	-17%	0%	-14%	0%	-17%	i	CCc1ccc(C(=O)N/N=C(\C)c2ccncc2)s1
4%	-15%	58%[activator]	-42%	0%	-8%	1%	1%	4%	O=C(Nc1ccccc1)Nc1ccc(S(=O)(=O)N2CCCCC2)cc1
-2%[57.1 µM]	-3%	31%	-1%	-4%	-5%	2%	-1%	-3%	CC(C)c1ccc(N(CC(=O)NCc2ccco2)C(=O)CCC(=O)Nc2ccccn2)cc1
8%	-11%	32%[activator]	-9%	-5%	0%	/	9%	i	CC1(C)CC(=O)C2=C(C1)N(C1CCCCC1)C(=O)C2(O)C(F)(F)F (configuration not stated)
2%	-6%[57.1 µM]	40%[activator]	-30%[56.9 µM]	25%	-6%	-17%	2%	-3%	C=CCn1c(SCC(=O)NC(=O)NCc2ccco2)nc2sc(C)c(C)c2c1=O
8%	3%	34%	-5%	-12%	9%	14%	-10%[15.4 µM]	i	O=C(COc1ccc(F)cc1)NNC(=O)Cn1ccc(C(F)(F)F)n1
17%	-2%	22%	-34%	8%	-19%	8%	8%	-3%	O=C(NCCC(=O)N1CCc2ccccc21)c1ccco1
4%[57.1 µM]	-4%	24%	-10%	0%	-28%	7%	-3%	-1%	Cc1ccc(Cl)cc1NC(=O)C1COc2ccccc2O1 (configuration not stated)
8%[57.1 µM]	5%	22%	19%	-7%	2%	0%	3%	3%	COc1ccc(C2C(C(=O)O)c3ccccc3C(=O)N2Cc2ccco2)cc1 (configuration not stated)
49%	?	-14%	-15%	13%	3%	-2%	-4%	1%	COc1ccc(-n2cc(-c3ccccc3)c3c(N4CCOCC4)ncnc32)cc1
-27%	-19%	17%	-35%	-1%	?	3%	4%	-9%	COC(=O)c1sccc1NC(=S)NCc1ccc(Cl)cc1

# In the list so far, two have bromine:
TrxR1 inh	JMJD2A Tudor	HP1b chromo inh	RGS4 inhibitor	Pin1 inh	ALOX12 inh	GLS inhibitor	ERG Ets-DNA blk	PGK inhibitor	molecule
12%	-4%	42%[activator]	-13%	8%	-3%	3%	5%	-4%	CN1C(=O)[C@@H]2[C@H](C1=O)[C@@H]1C(=O)Nc3ccccc3C(=O)N1[C@@H]2c1ccc(Br)cc1
16%[57.1 µM]	1.1µM*	?	-8%	0%	1.1µM*	7%	5%	0%	CC1CCCN(CCCOc2ccc(Br)cc2Cl)C1 (configuration not stated)
